Cneo AK release: Cryptococcus neoformans lysis via adenylate kinase release | C. neoformans lysis, adenylate kinase release luminescence, 4 h; normalised: neutral wells 0, clomiphene wells 100 | lysis activity, % at 15 µM | 360,000 compounds, 0.2% hits;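 active = mean lysis activity across replicates of at least 80%, whatever share of replicates individually reach that level; inactive = mean lysis activity below 80%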
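Signal: Adenylate kinase release luminescence | Assay system: Log-phase Cryptococcus neoformans yeast cells | Input: Cells at 5 × 10^6 per mL | Buffer or medium: Fresh YPD growth medium | Compound: Single dose | Schedule: Static 4 h at 37 °C with compound, 1 h detection | Controls: Clomiphene | Read-out: Luminescence rise reflecting yeast cell lysis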
ERAP1 HTS inh: ERAP1 (human) enzyme inhibition; 340,000 compounds, 0.15% hits; Q9NZ08; recombinant ERAP1, Leu-AMC fluorescence, 60 min; inhibition, % at 10.7 µM;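 active = mean replicate inhibition of at least 30%, or all replicates individually reaching that 30% level; inactive = mean below 30% and not every replicate reaching it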;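 note: 0% = neutral control wells and 100% = L-leucinethiol positive control wells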
Target sequence (Q9NZ08 whole entry, looked up): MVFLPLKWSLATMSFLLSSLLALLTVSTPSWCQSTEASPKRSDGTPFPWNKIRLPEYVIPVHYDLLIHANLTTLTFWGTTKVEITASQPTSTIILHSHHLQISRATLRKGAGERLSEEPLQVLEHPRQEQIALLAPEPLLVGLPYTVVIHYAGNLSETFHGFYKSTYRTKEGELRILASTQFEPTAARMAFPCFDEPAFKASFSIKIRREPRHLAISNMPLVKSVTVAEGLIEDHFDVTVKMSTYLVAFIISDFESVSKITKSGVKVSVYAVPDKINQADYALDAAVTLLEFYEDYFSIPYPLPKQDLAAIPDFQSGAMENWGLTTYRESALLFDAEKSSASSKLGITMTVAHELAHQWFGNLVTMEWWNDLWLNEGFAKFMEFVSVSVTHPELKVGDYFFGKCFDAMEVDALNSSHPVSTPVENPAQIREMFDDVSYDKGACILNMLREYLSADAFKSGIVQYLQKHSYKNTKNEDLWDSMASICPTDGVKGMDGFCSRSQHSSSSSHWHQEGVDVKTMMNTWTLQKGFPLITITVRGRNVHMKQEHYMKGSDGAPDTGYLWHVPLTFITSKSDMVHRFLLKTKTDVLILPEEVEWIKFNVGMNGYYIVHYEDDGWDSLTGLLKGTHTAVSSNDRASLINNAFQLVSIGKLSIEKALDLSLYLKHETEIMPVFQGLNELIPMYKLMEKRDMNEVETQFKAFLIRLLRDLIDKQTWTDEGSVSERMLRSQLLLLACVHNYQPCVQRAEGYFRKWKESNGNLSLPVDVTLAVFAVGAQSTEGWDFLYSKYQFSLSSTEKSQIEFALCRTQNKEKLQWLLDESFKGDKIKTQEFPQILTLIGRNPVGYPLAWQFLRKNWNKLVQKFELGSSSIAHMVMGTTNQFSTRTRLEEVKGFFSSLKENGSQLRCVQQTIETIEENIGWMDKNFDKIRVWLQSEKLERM
S100A4 MyoIIA: inhibitors of human S100A4 binding to myosin IIA peptide; 360,000 compounds, 0.14% hits; S100A4/TAMRA-MyoIIA peptide fluorescence polarization; AID 652163; P26447; inhibition, % at 10.7 µM;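 active = mean inhibition of at least 70% across replicates, with every replicate also reaching that level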
Target sequence (P26447 whole entry, looked up): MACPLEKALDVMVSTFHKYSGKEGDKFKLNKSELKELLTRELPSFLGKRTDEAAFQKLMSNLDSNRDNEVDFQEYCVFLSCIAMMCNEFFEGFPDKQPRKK
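Test system: S100A4 monomer protein; Medium: HEPES pH 7.2 with CaCl2, KCl, NaCl, DTT, Triton; Probe or stimulus: TAMRA-labelled myosin IIA heavy-chain peptide probe, 5 nM; Doses: one dose per compound; Times: polarization read 5 min after assay mix addition, stable 5–60 min; Benchmarks: neutral control DMSO, positive control TFP.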
C2C12 statin: suppressors of simvastatin-induced myotoxicity in C2C12 myotubes; ATP luminescence, 48 h; scaled: DMSO 0, geranylgeraniol control 100; rescue of ATP level, % at 7.49 µM; 330,000 compounds, 0.78% hits; AID 602340;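 active = mean ATP rescue above about 67%, or every replicate alone reaching that limit, limit read from the data, passing the limit was not always enough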;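 note: myotubes were challenged with 10 µM simvastatin during compound exposure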
LGR2 inh: Drosophila LGR2 receptor signaling inhibition; inhibition, % at 9.99 µM; AID 720647; 380,000 compounds, 0.35% hits; HEK293 LGR2, CRE-luciferase, bursicon-stimulated, 4 h;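 active = drop in luminescence signal, shown as inhibition above about 50% in the replicate tests, limit read from the data, passing the limit was not always enough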;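 note: agonist challenge used bursicon conditioned medium at about half maximal strength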
PGC1a acetyl inh: lowers PGC1a acetylation signal in U2OS cells; 350,000 compounds, 0.17% hits; inhibition, % at 15.6 µM; AlphaScreen anti-acetyl-lysine; with virally co-expressed GCN5 acetyltransferase; AID 651687;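 active = every replicate shows inhibition of at least 40%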;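 note: 0% = neutral control wells and 100% = positive control wells; some results beyond the cut were filed as inactive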
SIRT5 block: inhibitors of human sirtuin-5 desuccinylase | inhibition, % at 15 µM | AID 652115 | 330,000 compounds, 1.1% hits | Purified SirT5, succinyl-peptide AMC, trypsin-coupled fluorescence; in the data active = inhibition above about 15%
Xi reactivation: X-chromosome reactivation activator; XiGFP mouse fibroblasts, % GFP-positive cells imaging, 3 d; cells co-treated with 5-aza-dC sensitizer; scaled so ellipticine positive control = 100%; activation, % at 7.58 µM; 360,000 compounds, 0.055% hits;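 active = mean normalized replicate activation at least 10% and every replicate at or above 10%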;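 note: 0% = median of on-plate neutral control wells and 100% = ellipticine 6 µM median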
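material = 68-5-11 XiGFP fibroblast line | medium = DMEM plus 5-aza-dC sensitizer | schedule = 3 days compound exposure | benchmarks = positive control ellipticine, 6 µM final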
Starred values were filed as active, the others as inactive; . = no result given.

A first look (7 entries):
Values in the order: Cneo AK release	ERAP1 HTS inh	S100A4 MyoIIA	C2C12 statin	LGR2 inh	PGC1a acetyl inh	SIRT5 block	Xi reactivation
- C/C(=N\OCC(=O)OCC(=O)NC(=O)c1ccc(OC(F)F)cc1)c1ccc2c(c1)OCO2
    .	2	3	.	-14	.	-4	0.4
- CC(C)(CNC(=O)c1cccc(S(=O)(=O)Nc2ccc(SC(F)F)cc2)c1)N1CCOCC1
    3	2	-5	-12	-21	.	1	0.0
- O=C(NCCc1ccccc1)c1ccc(NC(=O)C2CC2)cc1
    3	1	-4	-10	-33	5	-1	-0.1
- CCOC(=O)N1CCN(C(=O)CN(C)S(=O)(=O)c2ccc(F)cc2)CC1
    -1	-2	-3	-6	-3	-3	-3	0.0
- COc1ccc2cc(C(=O)N/N=C/c3sc4ccccc4c3O)ccc2c1
    .	-1	-11	.	-10	.	-9	2.0
- O=C(N[C@@H]1CC[C@H](CCNC(=O)C2CC2)O[C@H]1CO)c1ccncc1
    -1	0	-1	-1	-18	-3	-1	0.8
- COc1ccc(-c2cn(CC[C@@H]3CC[C@H](NC(=O)Nc4ccc(F)cc4)[C@H](CO)O3)nn2)cc1
    .	3	1	.	-5	4	3	0.8

The list itself (from the top)
Values in the order: Cneo AK release	ERAP1 HTS inh	S100A4 MyoIIA	C2C12 statin	LGR2 inh	PGC1a acetyl inh	SIRT5 block	Xi reactivation
- C/C(=N\OCC(=O)OCC(=O)NC(=O)c1ccc(OC(F)F)cc1)c1ccc2c(c1)OCO2
    .	2	3	.	-14	.	-4	0.4
- CC(C)(CNC(=O)c1cccc(S(=O)(=O)Nc2ccc(SC(F)F)cc2)c1)N1CCOCC1
    3	2	-5	-12	-21	.	1	0.0
- O=C(NCCc1ccccc1)c1ccc(NC(=O)C2CC2)cc1
    3	1	-4	-10	-33	5	-1	-0.1
- CCOC(=O)N1CCN(C(=O)CN(C)S(=O)(=O)c2ccc(F)cc2)CC1
    -1	-2	-3	-6	-3	-3	-3	0.0
- COc1ccc2cc(C(=O)N/N=C/c3sc4ccccc4c3O)ccc2c1
    .	-1	-11	.	-10	.	-9	2.0
- O=C(N[C@@H]1CC[C@H](CCNC(=O)C2CC2)O[C@H]1CO)c1ccncc1
    -1	0	-1	-1	-18	-3	-1	0.8
- COc1ccc(-c2cn(CC[C@@H]3CC[C@H](NC(=O)Nc4ccc(F)cc4)[C@H](CO)O3)nn2)cc1
    .	3	1	.	-5	4	3	0.8
- Cn1c(=O)n(C)c2cc(S(=O)(=O)Nc3ccccc3O)ccc21
    -1	4	-1	-3	3	-9	-9	.
- COc1ccc(C(=O)N2CCOCC2)cc1S(=O)(=O)N1CCCc2ccccc21
    .	-5	-2	.	24	.	.	0.1
- CCOc1ccc(N(CC(=O)Nc2ccc(Br)cc2)S(C)(=O)=O)cc1
    -2	.	-1	2	1	-29	1	0.4
- C[C@@H]1CN([C@@H](C)CO)C(=O)Cc2cc(NC(=O)Nc3ccc(C(F)(F)F)cc3)ccc2O[C@H]1CN(C)C(=O)Nc1ccc2c(c1)OCO2
    .	-4	25	.	24	4	3	0.3
- Cc1cc(-c2nnc(SCC(=O)Nc3ccc(S(N)(=O)=O)cc3)n2N)n[nH]1
    1	1	-2	-11	3	11	7	0.0
- CC(=O)N1c2ccccc2NC2=C(C(=O)CCC2)C1c1ccco1 (stereo not drawn)
    2	2	2	3	2	-8	1	0.1
- CCC(=O)NCc1ccc(-c2nc3ncccc3o2)cc1
    -2	3	-1	-1	-29	-1	-5	0.0
- C[C@@H]1CCCCO[C@H](CN(C)S(=O)(=O)c2ccccc2)[C@@H](C)CN([C@@H](C)CO)C(=O)c2cc(NS(=O)(=O)c3cccs3)ccc2O1
    44	-2	-3	.	6	-5	9	0.3

Record cards, as listed above. Values in the order: Cneo AK release	ERAP1 HTS inh	S100A4 MyoIIA	C2C12 statin	LGR2 inh	PGC1a acetyl inh	SIRT5 block	Xi reactivation
Results for `CCOc1ccc(N(CC(=O)Nc2ccc(Br)cc2)S(C)(=O)=O)cc1` = -2	.	-1	2	1	-29	1	0.4
Results for `C[C@@H]1CN([C@@H](C)CO)C(=O)Cc2cc(NC(=O)Nc3ccc(C(F)(F)F)cc3)ccc2O[C@H]1CN(C)C(=O)Nc1ccc2c(c1)OCO2` = .	-4	25	.	24	4	3	0.3

Other entries follow:
Values in the order: Cneo AK release	ERAP1 HTS inh	S100A4 MyoIIA	C2C12 statin	LGR2 inh	PGC1a acetyl inh	SIRT5 block	Xi reactivation
- COc1ccccc1-c1ccc2n(c1=O)C[C@@H]1[C@@H](CO)[C@H](C(=O)N[C@H](C)c3ccccc3)[C@H]2N1C
    -1	2	11	1	19	.	-6	0.2
- COc1ccc(-c2cc(NC=O)c3ncc(-c4cnn(C)c4)n3c2)cc1
    0	0	-9	-9	-27	.	2	-0.1
- Cc1ccc(N(Cc2ccccc2)C(=O)c2cccc(S(=O)(=O)N3CC(C)OC(C)C3)c2)cc1 (stereo not drawn)
    1	-1	1	10	0	-7	-6	0.3
- Cc1nc(C(=O)Nc2cccc(Cl)c2)nn1-c1cc(OC(C)C)c(Cl)cc1Cl
    2	2	-4	-11	-13	-5	-12	.
- COc1ccccc1CCC(=O)OCC(=O)NCc1ccc(OC)c(OC)c1
    -1	0	-3	-20	-19	-6	3	0.0
- Cc1ccc(S(=O)(=O)N[C@@H]2CC[C@H](CCNC(=O)C3CCCC3)O[C@H]2CO)cc1
    -1	0	-1	0	-4	13	3	0.0
- O=S(=O)(Nc1ccc(S(=O)(=O)Nc2ncccn2)cc1)c1ccccc1
    0	-2	12	6	13	1	-1	0.0
- C[C@H](O)C#Cc1cnc2c(c1)C(=O)N([C@H](C)CO)C[C@@H](C)[C@@H](CN(C)C(=O)Cc1ccccn1)O2
    3	-3	5	8	-7	6	0	-0.5
- Fc1cccc(CN2CCN(C(=S)NCCc3ccccc3)CC2)c1
    .	5	4	.	-21	-7	-1	0.0
- O=C(NCc1cccs1)C(=O)c1c[nH]c2ccccc12
    -2	15	-4	.	-26	.	1	0.2
- O=C(/C=C/c1ccc(Cl)c([N+](=O)[O-])c1)Nc1ccc(N2CCCC2)c(Cl)c1
    .	6	-5	.	0	.	-3	0.2
- CC(=O)Nc1ccc(S(=O)(=O)Nc2nccs2)cc1
    -1	-2	3	7	.	8	0	-0.1
- COCC(=O)N(C)C[C@@H]1Oc2cc(-c3ccccc3)ccc2S(=O)(=O)N([C@@H](C)CO)C[C@H]1C
    0	-4	-19	4	7	0	-3	-0.7
- COc1ccc(NC(=O)N(C)C[C@@H]2Oc3ccc(NC(=O)Cn4cnnn4)cc3C(=O)N([C@@H](C)CO)C[C@H]2C)cc1
    1	-1	-5	49	-4	-4	3	0.6
- COc1ccc(/C=N/NC(=O)c2ccc3nc[nH]c3c2)c(OC)c1
    0	2	28	-1	22	5	6	0.0
- COCCOC(=O)N1C(=O)[C@@]2(c3ccccc31)[C@H](c1ccccc1OCCO)N1[C@H](c3ccccc3)[C@H](c3ccccc3)OC(=O)[C@H]1[C@@H]2C(=O)N1CCCCCCC1
    -5	0	1	.	.	-55	7	.
- Cc1c(CCOC(=O)c2ccccc2)sc[n+]1Cc1ccccc1
    -1	-3	19	.	.	.	2	0.0
- C=CCNC(=S)NNC(=O)C(CCCC)CC(C)(C)O (stereo not drawn)
    3	.	.	0	11	0	.	.
- NC(=O)CSc1nc2ccccc2c(=O)n1-c1ccccc1
    -1	-1	-12	7	-17	7	1	0.0
- COc1ccc(-c2nc3c(C)cc(Br)cn3c2CC(C)(C)C)cc1OC
    6	-4	-6	21	-13	-24	-3	-0.2
- COc1cccc(OCC(=O)O/N=C(\N)c2ccc(OC)c(OC)c2)c1
    -2	0	1	.	6	1	-4	0.2
- C[C@H]1CN([C@@H](C)CO)S(=O)(=O)c2ccc(-c3ccncc3)cc2O[C@H]1CN(C)C(=O)Nc1ccc(C(F)(F)F)cc1
    0	0	7	-65	11	15	-2	-1.4
- Cc1nc(N)[nH]c(=O)c1Oc1cccc(C(F)(F)F)c1
    1	.	-2	11	10	2	-1	0.1
- CN(C)C(=O)c1cccc(-c2cccc(-c3nc(C(=O)NCc4ccccc4)cc4c3[C@@H](CCO)N([S@](=O)C(C)(C)C)C4)c2)c1
    22	-1	-4	-2	-5	-7	0	-0.1
- O=C(O)c1ccnc(SCC(=O)c2ccccc2)c1
    .	2	-1	.	.	.	-3	-0.4
- O=C(Cn1c(=O)n(Cc2ccco2)c(=O)c2c3c(sc21)CCCCC3)Nc1ccccc1
    0	.	.	24	0	-14	.	.
- CC1CCN(C(=O)Cn2nnc(-c3ccc(C(C)C)cc3)n2)CC1
    -2	-1	-3	-25	-1	.	0	0.0
- Cc1ccc(NC(=O)N2CCN(C/C=C/c3ccccc3)CC2)cc1
    .	2	1	.	14	.	-5	-0.2
- C/C=C/c1ccc2c(c1)O[C@@H](CN(C)Cc1cccnc1)[C@H](C)CN([C@H](C)CO)S2(=O)=O
    -7	-1	-2	-65	26	-7	-2	-0.3
- O=C(CCl)Nc1ccc(N2CCCCCC2)cc1
    1	-5	1	2	8	.	1	0.0
- O=C(O)CCCC(=O)N1CCN(C(c2ccccc2)c2ccccc2)CC1
    .	-2	3	-4	-14	11	0	0.6
- CN(C)C(=O)c1cccc(-c2ccc3c(c2)[C@@H]2[C@@H](CCN2Cc2nccs2)[C@@H](CO)N3)c1
    -16	-34	0	12	-15	5	-5	0.1
- Cc1cc(C(=O)NNc2c(Cl)cccc2Cl)n(C(C)(C)C)n1
    .	1	-2	0	-7	-3	1	0.1
- O=C(O)c1cccc(NC(=S)N/N=C/c2ccccn2)c1
    .	0	5	.	72*	.	3	0.1
- O=S(=O)(Cc1ccccc1Cl)NCc1ccccc1
    8	1	2	.	0	-12	-1	0.0
- O=S(=O)(c1cc(Cl)ccc1Cl)N1CCN(Cc2ccc3c(c2)OCO3)CC1
    -5	2	-7	13	6	.	.	0.2
- O=C(COc1cccnc1[N+](=O)[O-])Nc1ccc(F)cc1
    .	-4	3	.	-13	-2	-1	0.1
- COc1ccc(NC(=O)c2cc(-c3cc(Cl)ccc3OC)n[nH]2)cc1OC
    -1	1	-3	-6	27	-12	.	0.0
- O=C(c1cc2nc(-c3ccccc3)cc(C(F)(F)F)n2n1)N1CCOCC1
    2	3	-1	-15	-22	7	-3	.
- C[C@@H]1CCCCO[C@@H](CN(C)C(=O)c2ccncc2)[C@@H](C)CN([C@H](C)CO)C(=O)c2cc(NS(C)(=O)=O)ccc2O1
    2	2	-4	.	1	3	-3	-0.9
- CC(=O)Nc1nc(C)nc(C)c1C(C)=O
    2	.	.	-7	6	-5	.	.
- CC1(C)CC(NC(=S)Nc2ccc([N+](=O)[O-])cc2)CC(C)(C)N1
    .	-3	-4	.	20	.	1	0.0
- O=C(NCc1cccnc1)c1ccc2c(c1)C(=O)N(Cc1ccccc1)C2=O
    0	-16	-14	1	-4	1	-1	0.0
- Cc1cccc(C(=O)NCC(=O)OCC(=O)N2CCCCC2)c1
    .	2	-2	.	-3	.	0	0.3
- O=C(NC[C@H]1[C@H](c2ccccc2)[C@@H](CO)N1C(=O)C1CCC1)NC1CCCC1
    -1	.	.	28	-11	7	.	0.4

From PubChem

Not all compounds are listed; count on the stated rates, not on these rows.
